# PREPL inhibitor: inhibits the human prolyl oligopeptidase-like enzyme | Q4J6C6 | recombinant PREPL, fluorescence polarization activity-based probe | inhibition, % at 5.96 µM | 320,000 tested, 0.68% active | AID 2751; in the data active means inhibition above about 43%;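 further: 0% = enzyme with DMSO and 100% = wells lacking enzyme; many of its hits are not listed in these tables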
# PAFAH1B2 FP inh: PAFAH1B2 (human) inhibition; 340,000 tested, 1.2% active; P68402; recombinant PAFAH1B2, FP-rhodamine activity probe, fluorescence polarization; inhibition, % at 3.39 µM;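 active means inhibition above the mean of all tested compounds plus 3 SD, cut at about 24% in these data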;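 further: 0% = enzyme with DMSO and 100% = wells lacking PAFAH1B2; many of its hits are not listed in these tables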
# Target sequence (P68402 whole entry, looked up): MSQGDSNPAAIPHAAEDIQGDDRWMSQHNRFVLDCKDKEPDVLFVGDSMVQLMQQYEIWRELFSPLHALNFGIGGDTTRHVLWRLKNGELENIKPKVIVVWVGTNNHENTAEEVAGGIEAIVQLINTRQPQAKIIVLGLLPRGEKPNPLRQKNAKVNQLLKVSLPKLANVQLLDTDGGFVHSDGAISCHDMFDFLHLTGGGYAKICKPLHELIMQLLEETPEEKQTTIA
# GSTO1 inh: counter-screen for RBBP9 inhibitors: inhibitors of human GSTO1 | recombinant GSTO1, activity-based probe fluorescence polarization | inhibition, % at 5.96 µM | 300,000 tested, 1.1% active | AID 1974;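 active means inhibition above the campaign mean inhibition plus 3 SD, cut at about 35% in these data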;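 further: 0% = GSTO1-1 with DMSO and 100% = wells lacking GSTO1-1 enzyme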
# Target sequence (P78417 whole entry, looked up): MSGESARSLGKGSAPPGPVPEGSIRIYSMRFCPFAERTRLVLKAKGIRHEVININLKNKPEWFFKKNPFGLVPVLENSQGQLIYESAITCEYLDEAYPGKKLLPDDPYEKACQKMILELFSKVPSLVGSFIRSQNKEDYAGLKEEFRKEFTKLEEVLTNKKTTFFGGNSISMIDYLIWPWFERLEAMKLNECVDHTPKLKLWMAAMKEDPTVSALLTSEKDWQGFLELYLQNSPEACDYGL
# pPAFAH inh: inhibitors of human plasma PAF acetylhydrolase (pPAFAH); Q13093; 330,000 tested, 1.5% active; inhibition, % at 3.39 µM; recombinant pPAFAH, FP-rhodamine probe fluorescence polarization;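 active means inhibition above the mean inhibition across the screen plus 3 SD, cut at about 25% in these data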;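 further: inhibitors block binding of the rhodamine activity-based probe so polarization drops; 0% = enzyme with DMSO and 100% = wells lacking pPAFAH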
# PAFAH2 FP inh: PAFAH2 (human) inhibition; inhibition, % at 3.39 µM; Q99487; recombinant PAFAH2, FP-rhodamine activity probe, fluorescence polarization; 340,000 tested, 0.99% active;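 active means inhibition above the mean over all tested compounds plus 3 SD, cut at about 30% in these data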;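 further: inhibitors block probe labeling of enzyme so polarization drops; 0% = enzyme with DMSO and 100% = wells lacking PAFAH2 protein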
# PAFAH1B3 inh: blocks human PAF acetylhydrolase 1B catalytic subunit 3. Q15102. recombinant PAFAH1B3, FP-rhodamine probe, fluorescence polarization. inhibition, % at 3.39 µM. 340,000 tested, 0.28% active. AID 492972;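 active means inhibition above the screen-wide average of all tested compounds plus 3 SD, cut at about 25% in these data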;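 further: 0% = enzyme with DMSO only and 100% = wells lacking PAFAH1B3 protein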
# PAD4 FP inh: inhibitors of human PAD4; recombinant PAD4, RCA probe fluorescence polarization; inhibition, % at 6.36 µM; 330,000 tested, 0.41% active; AID 485272;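 active means percent inhibition above a cutoff equal to the mean of all tested compounds plus 3 SD, cut at about 15% in these data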;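 further: 0% = PAD4 with RCA probe and DMSO and 100% = probe without PAD4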
# LYPLA1 inh: counter-screen for PME1 inhibitors: inhibitors of human LYPLA1 | recombinant LYPLA1, FP-Rh probe fluorescence polarization | inhibition, % at 5.9 µM | 320,000 tested, 0.16% active | AID 2174;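 active means inhibition above the mean of all tested compounds plus 3 SD, set per campaign, cut at about 14% in these data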;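 further: inhibitors block serine hydrolase probe labeling of LYPLA1 so polarization falls; 0% = enzyme with DMSO and 100% = wells lacking LYPLA1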
# Target sequence (O75608 whole entry, looked up): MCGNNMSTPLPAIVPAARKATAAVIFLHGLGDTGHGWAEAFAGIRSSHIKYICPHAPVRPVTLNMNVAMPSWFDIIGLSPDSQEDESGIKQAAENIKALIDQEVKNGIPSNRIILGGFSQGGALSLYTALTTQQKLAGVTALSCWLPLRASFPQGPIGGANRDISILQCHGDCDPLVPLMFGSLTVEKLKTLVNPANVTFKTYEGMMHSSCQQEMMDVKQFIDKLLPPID
# LYPLA2 counter: LYPLA2 (human) inhibition in PME1 counter-screen | recombinant LYPLA2, FP-Rh probe fluorescence polarization | inhibition, % at 5.9 µM | 320,000 tested, 0.38% active;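 active means inhibition above the screen-wide mean plus 3 SD, limit set per campaign, cut at about 26% in these data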;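 further: 0% = LYPLA2 with DMSO and 100% = wells lacking LYPLA2 enzyme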
# Target sequence (O95372 whole entry, looked up): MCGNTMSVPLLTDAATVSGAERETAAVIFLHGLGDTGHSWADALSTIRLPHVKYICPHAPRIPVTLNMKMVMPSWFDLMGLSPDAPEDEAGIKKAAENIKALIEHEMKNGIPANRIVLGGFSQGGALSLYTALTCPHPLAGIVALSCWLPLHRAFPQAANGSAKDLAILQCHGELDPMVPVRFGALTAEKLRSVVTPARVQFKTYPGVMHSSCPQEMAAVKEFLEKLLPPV
# * marks the source's active call; other numbers are inactive results; . = no result given. Only part of the results is shown; the hit share may differ from the screen's.
# Results follow in this order: PAFAH2 FP inh, PREPL inhibitor, PAD4 FP inh, pPAFAH inh, PAFAH1B3 inh, GSTO1 inh, LYPLA1 inh, PAFAH1B2 FP inh, LYPLA2 counter
> CC(=O)Nc1ccc(C(=O)Cn2c3[n+](c4c(F)c(F)ccc42)CCCCC3)cc1
    -1, 47*, -2, 4, 4, -1, 0, -3, -4
> COc1ccc(S(=O)(=O)N2CCCOC2CNC(=O)C(=O)NCCCn2ccnc2)cc1OC (configuration not stated)
    -2, 5, 1, 1, -1, 5, -1, 4, -1
> COc1ccc(CNC(=O)CN2C(=O)COc3ccc(S(=O)(=O)N4CCCCC4)cc32)cc1
    2, 4, 2, 2, -5, -2, 0, -5, 5
> COc1ccc(C(=O)N/N=C/c2ccc(OC(=O)c3ccccc3)cc2)cc1
    7, 2, 4, -3, -1, -2, -2, 5, -1
> O=C(COC(=O)C1CC2CCCC(C1)C2=O)Nc1ccccc1 (configuration not stated)
    64*, 0, 0, 2, 11, ., 0, 1, -4
> CCn1c(SCC(=O)Nc2nccs2)nnc1C1CC1
    7, 7, 4, 5, 8, 0, 1, -1, 4
> COc1ccc(CN(C(=O)c2nsc(Cl)c2Cl)C(C(=O)NC2CCCC2)c2ccc(OC)cc2)cc1 (configuration not stated)
    -5, -2, 3, -1, 13, 5, -4, -3, -3
> Nc1c2c3c(sc2nc(=O)n1N)CCCC3
    1, 15, -1, 3, 8, 9, -3, -1, 3
> COc1ccc(S(=O)(=O)N2CCCCCC2)cc1C(=O)OCC(=O)NC(C)(C)C
    20, 2, -5, 3, 11, -4, 2, 13, 1
> COC(=O)C1=C(N)Oc2cc(C)n(CC3CCCO3)c(=O)c2C1c1ccccc1 (configuration not stated)
    5, 2, -2, 2, -6, -1, 1, 0, 10
> COc1ccc(S(=O)(=O)N2CCCC2C(=O)NCc2cccs2)cc1 (configuration not stated)
    0, -3, -1, -1, 3, -5, 0, -1, -3
> O=S(=O)(c1ccc(C(F)(F)F)cc1)N1CCCN(c2ccc(C(F)(F)F)cn2)CC1
    ., -65, 4, 2, ., -2, 2, ., 8
> Cc1cccc(N(CC(=O)N/N=C/c2ccc(C(=O)O)cc2)S(=O)(=O)c2ccccc2)c1C
    ., -30, 0, -4, ., -4, -4, ., -5
> Cc1noc(C)c1NC(=O)Nc1cccc2c1O[C@H](CN(C)C(=O)NC(C)C)[C@@H](C)CN([C@H](C)CO)C2=O
    -2, 1, 3, 0, 7, ., ., 0, .
> O=C(Nc1ccc(C(F)(F)F)cc1Cl)c1ccc(Cn2cc(Br)cn2)o1
    -8, -14, 1, 2, 3, 6, -1, -2, -6
> CCn1cc(SCC(=O)NCC2CCCO2)c2ccccc21 (configuration not stated)
    -7, -10, -5, -2, -2, 3, 2, -1, 2
> COc1cccc(NC(=O)N2CCCc3ccccc32)c1
    9, 4, -4, 2, 2, 8, -1, 2, 1
> O=C(Nc1ccccc1N1CCCCC1)c1ccco1
    5, 9, -3, 5, 8, 1, 3, 9, 5
> CC(C)(C)NC(=O)C1CC(=O)N(CCc2ccc(F)cc2)C1 (configuration not stated)
    10, 9, -3, 3, 4, -2, 1, 3, 3
> C[C@@]12CCC3[C@@](CCC4[C@@]3(C)CCC[C@@]4(C)C(=O)NC3CCCCC3)(CC1=O)C2 (some centres not stated)
    7, -8, 0, 2, -6, ., 1, 5, 1

# (listing goes on)
# Results follow in this order: PAFAH2 FP inh, PREPL inhibitor, PAD4 FP inh, pPAFAH inh, PAFAH1B3 inh, GSTO1 inh, LYPLA1 inh, PAFAH1B2 FP inh, LYPLA2 counter
> CCCCCCCCCCCCN1[C@@H](CC(=O)OC)c2cc(C(F)(F)F)ccc2S1(=O)=O
    -3, 2, 5, 8, -4, 3, -3, 4, 0
> COc1ccc(S(=O)(=O)N2CCCC(C(=O)Nc3cccnc3)C2)cc1Cl (configuration not stated)
    -3, -11, 4, -2, 1, 17, -2, -3, -5
> COCC(C)NC(=O)CSc1nc(-c2ccccc2)c(-c2ccccc2)o1 (configuration not stated)
    10, -6, -1, 1, 4, -4, -1, 2, 7
> COc1cc(OC)c(C#N)c(S(=O)(=O)Cc2ccccc2)c1
    -2, 4, -6, 7, -1, -9, -3, 4, -7
> Cc1ccc(NC(=O)CSCC(=O)Nc2ccccc2C(=O)N2CCCCC2)cc1
    1, 2, -2, -2, 11, -6, 1, 7, 1
> CC(=O)c1ccc(N(CC(=O)NCCc2ccccc2)C(=O)c2csnn2)cc1
    -8, -7, -6, 1, 8, 1, -1, 6, -6
> CCC(CC)c1nnc(NC(=O)c2ccc([N+](=O)[O-])cc2)s1
    -1, 12, 0, 1, -4, -5, 3, 1, -1
> Cc1cc(C)c(S(=O)(=O)N2CCOC2CNC(=O)C(=O)NCCc2ccc(S(N)(=O)=O)cc2)c(C)c1 (configuration not stated)
    0, 4, -2, 7, 8, 8, 1, 3, 3
> O=C(CSc1n[nH]c(-c2ccncc2)n1)NCCc1ccccc1
    -7, 6, 0, 3, 5, 1, 0, 2, -4
> COc1ccc(S(=O)(=O)N(C)CC(=O)Nc2ccccc2C(F)(F)F)cc1Cl
    12, -4, 2, 2, 5, -1, 1, 4, 2
> CCCCn1c(N)c(N(CC)C(=O)c2c(CC)noc2C)c(=O)[nH]c1=O
    0, 3, 1, 0, -3, 7, -3, 3, -3
> Cc1cc(C)nc(NC(=O)Nc2ccccc2C(F)(F)F)n1
    3, -9, 2, 2, 1, 3, -4, 6, 1
> CCCNC(=O)COC(=O)CCC(=O)c1cccs1
    -5, -7, 0, 2, 2, -1, -1, 1, -2
> Cc1cccc(C)c1NC(=S)N(c1ccccc1)C(C)C
    -3, 1, -1, -4, -5, 3, -2, 15, -2
> Cc1ccn(CC(=O)NC2CC(C)(C)Cc3c2cnn3-c2ccc(F)cc2)n1 (configuration not stated)
    -5, -5, -5, 2, -2, -2, -4, -2, 1
> COc1ccc(C(CCN)c2ccc3c(c2)OCO3)cc1 (configuration not stated)
    1, 9, -4, 7, 8, 12, 1, 6, -2
> Cc1ccc(S(=O)(=O)N(CC(=O)NCCSc2ccccn2)c2ccccc2F)cc1
    18, -9, -3, 6, 3, 6, 1, 2, -2
> Cc1[nH][nH]c(=O)c1N=Nc1ccc(Br)c(Cl)c1
    8, 14, -7, 21, 2, 10, 24*, 4, 11
> COc1cc2cc(C(=O)Nc3ccc4c(c3)OCCO4)[nH]c2cc1OC
    -3, 19, -2, 10, 8, 7, 4, 0, 6
> Fc1ccc(-c2cc(C(F)(F)F)n3ncnc3n2)cc1
    17, 1, 2, 3, 5, 10, -1, 3, 3

# New compounds follow.
# Results follow in this order: PAFAH2 FP inh, PREPL inhibitor, PAD4 FP inh, pPAFAH inh, PAFAH1B3 inh, GSTO1 inh, LYPLA1 inh, PAFAH1B2 FP inh, LYPLA2 counter
> Cc1ccc(C(=O)Cn2nc(C(=O)O)c3ccccc3c2=O)cc1C
    -3, -1, 2, -5, 6, 3, 1, 7, 0
> O=[N+]([O-])c1cc(/C=N/n2cnnc2)ccc1N1CCCC1
    3, 4, 1, -4, 3, 3, 0, 0, -2
> COc1cccc(C(=O)NCCSc2ccc(F)cc2)c1
    4, 6, 0, 3, 4, -3, -2, 8, -2
> O=C(NC(Cc1ccccc1)C(=O)O)c1ccc(S(=O)(=O)N2CCCCC2)cc1 (configuration not stated)
    -12, 10, 5, -2, 2, 3, 0, 9, -1
> Cc1cc(C(=O)C(=O)N(C)C)c(C)n1-c1ccc(Cl)c(Cl)c1
    2, 5, -1, 7, 1, 2, 0, 0, 2
> O=C(NCc1cccs1)c1nc2c(nnn2Cc2ccccc2Cl)c(=O)[nH]1
    16, -1, -1, 7, 4, -21, -3, 16, -2
> C=CCn1c(SCC(=O)Nc2cccc3ccccc23)nc(O)c(CC)c1=O
    3, 2, 4, 6, 13, 18, -1, -2, 1
> COCCN(CC(=O)Nc1ccccc1C)S(=O)(=O)c1ccc(S(=O)(=O)N2CCCC2)cc1
    2, 3, 2, 0, 10, 12, -2, -1, -2
> CC1(C)CC(=O)C2=C(C1)OC(=O)C2(NC(=O)c1cccs1)C(F)(F)F (configuration not stated)
    7, -1, 4, 7, 8, -40, 1, 3, 2
> O=S(=O)(c1ccc(F)cc1)N1CCN(C(=S)NC2CCCC2)CC1
    -1, 3, -2, 6, 5, 0, 1, 2, -2
> COc1ccc(NC(=O)Cn2nnc(-c3ccccc3F)n2)cc1
    5, 0, 0, 2, 8, 4, 1, -3, 10
> CCCCC(=O)Nc1cc(C(=O)NCCc2ccccc2)ccc1Cl
    0, -1, -1, 5, -3, 3, 5, 4, 4
> COc1ccc(Cl)cc1C(=O)NNC(=S)NC(=O)/C=C/c1ccco1
    0, 4, -1, 5, 8, 6, -2, 7, 2
> COCc1nnc(NC(=O)c2ccccc2[N+](=O)[O-])s1
    -5, 1, 3, 8, 9, -4, 0, 1, 8
> CN1CCN(C(=O)c2cccc(NS(=O)(=O)c3ccc(Br)cc3)c2)CC1
    6, 2, -2, 4, 7, ., -1, 13, -1
> Cc1cc(NC(=O)c2cccs2)ccc1NC(=O)Cc1ccccc1
    3, -1, -2, 2, 4, 2, -1, 3, -4
> Cc1cc(C)n(-c2ccn(Cc3ccc(Cl)cc3Cl)c(=O)n2)n1
    0, 3, 3, -4, 6, 1, 6, 4, 6
> CCc1noc(C)c1C(=O)Nc1ccc(C(F)(F)F)cc1
    -3, -2, -3, 0, -1, 3, -1, 6, -5
> COCCCN1C(=O)C(=O)/C(=C(/O)c2ccc(OC(C)C)cc2)C1c1ccncc1 (configuration not stated)
    -8, 0, 4, 6, -5, -5, -1, 1, -2
> Cc1cccc(N(CC(=O)N2CCN(c3ccc(F)cc3)CC2)S(C)(=O)=O)c1C
    ., -9, -4, 6, ., -2, 3, ., 3
> Cc1onc(-c2c(F)cccc2Cl)c1C(=O)Nc1nnc(-c2ccccc2)s1
    17, -2, -7, 8, 2, -9, 0, 1, 3
> N#CC1(P(=O)(c2ccccc2)c2ccccc2)CC1
    -7, 8, 1, -3, 0, -1, -2, -2, 10

# Entries above that contain an NH in an aromatic ring (5):
# Results follow in this order: PAFAH2 FP inh, PREPL inhibitor, PAD4 FP inh, pPAFAH inh, PAFAH1B3 inh, GSTO1 inh, LYPLA1 inh, PAFAH1B2 FP inh, LYPLA2 counter
> O=C(CSc1n[nH]c(-c2ccncc2)n1)NCCc1ccccc1
    -7, 6, 0, 3, 5, 1, 0, 2, -4
> CCCCn1c(N)c(N(CC)C(=O)c2c(CC)noc2C)c(=O)[nH]c1=O
    0, 3, 1, 0, -3, 7, -3, 3, -3
> Cc1[nH][nH]c(=O)c1N=Nc1ccc(Br)c(Cl)c1
    8, 14, -7, 21, 2, 10, 24*, 4, 11
> COc1cc2cc(C(=O)Nc3ccc4c(c3)OCCO4)[nH]c2cc1OC
    -3, 19, -2, 10, 8, 7, 4, 0, 6
> O=C(NCc1cccs1)c1nc2c(nnn2Cc2ccccc2Cl)c(=O)[nH]1
    16, -1, -1, 7, 4, -21, -3, 16, -2

# 2 of these compounds in a different format:
mol,PAFAH2 FP inh,PREPL inhibitor,PAD4 FP inh,pPAFAH inh,PAFAH1B3 inh,GSTO1 inh,LYPLA1 inh,PAFAH1B2 FP inh,LYPLA2 counter
O=S(=O)(c1ccc(F)cc1)N1CCN(C(=S)NC2CCCC2)CC1,-1,3,-2,6,5,0,1,2,-2
Cc1cc(C)n(-c2ccn(Cc3ccc(Cl)cc3Cl)c(=O)n2)n1,0,3,3,-4,6,1,6,4,6
